High-throughput results deposited in PubChem BioAssay by several laboratories.
MRP resist rev: reversal of MRP1-mediated doxorubicin resistance, primary screen, H69AR cells, doxorubicin co-treatment; differential viability (reversal), % at 10 µM; 85,000 compounds, 0.04% hits; H69AR cells + 2 uM doxorubicin, CellTiter-Glo, 72 h;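 active = viability drop by adding the cancer drug above about 55%, with treated viability meeting a 40% cutoff, limit read from the data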;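 note: viability without doxorubicin minus viability with 2 µM doxorubicin for each compound; larger differential means the compound sensitizes cells more to doxorubicin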
NFkB transloc pot: enhancers of NFkB p65 translocation in HUVEC – imaging, IL-1B stimulus, high-content imaging, primary screen. AID 819, 2007. activation, % at 2 µM. HUVEC IL-1B NFkB p65 nuclear translocation imaging. 94,000 compounds, 0.3% hits;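 active = activation above 40%, about the mean plus 3 SD, also judged a hit on visual image review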;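 note: percent activation is computed from the nuclear over cytoplasmic p65 intensity ratio; values of inactives mirror those of a sister screen read the other way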
PLAP inhibitors HTS: PLAP enzyme inhibitors, biochemical, luminescence, HTS (AID 690); inhibition, % at 20 µM; hits with a dose series show IC50 in µM; purified PLAP, luminescent substrate; higher % means a stronger effect; 96,000 compounds, 0.08% hits; in the data active = a potency from the dose series; inactive = the rest, 99 in 100 with inhibition below about 30%; note: strong numbers were not always called active
IL1B NFkB inh: inhibitors of IL-1B driven NFkB p65 nuclear import, primary screen, imaging, HUVEC, IL-1B stimulus, high-content imaging. HUVEC IL-1B NFkB p65 nuclear translocation imaging. inhibition, % at 2 µM. AID 796, 2007. 94,000 compounds, 0.43% hits;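 active = inhibition above about 30% together with a positive call from visual inspection of the well image, limit read from the data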;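 note: nuclear over cytoplasmic p65 intensity ratio measured by imaging; 0% = IL-1B stimulated DMSO wells and 100% = unstimulated DMSO wells; values of inactives mirror those of a sister screen read the other way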
Bcl-B displacement: displacers of TR3 peptide from Bcl-B, primary screen, selectivity assay for Bfl-1 inhibitor project, biochemical, fluorescence polarization; one-dose displacement, % at 20 µM; IC50 in µM for titrated hits; 96,000 compounds, 0.11% hits; Bcl-2-like protein 10 (Homo sapiens); FP displacement of FITC-TR3 peptide from Bcl-B; higher % means a stronger effect;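 active = displacement above 50% at 20 µM plus a fluorescence interference ratio under 1.5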;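 note: plate controls were wells without compound for no effect and wells lacking Bcl-B protein for full effect; a part of the inactive calls stands beside numbers as strong as those of hits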
MRP resist rev cytotoxicity: second read-out of MRP resist rev, no call of its own (marks repeat the call); viability, %; H69AR cells, CellTiter-Glo, 72 h; measured here: cytotoxicity without doxorubicin
MRP resist rev with doxorubicin: recorded beside MRP resist rev, whose call it bears; viability, %; measured here: viability with 2 uM doxorubicin; active compounds read low
IL1B NFkB inh cell count 2 µM: recorded beside IL1B NFkB inh, whose call it bears; cell count; measured here: cells passing quality filter;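 raw number of nuclei counted in each imaged well without normalization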
NFkB transloc pot cell count 2 µM: also measured in NFkB transloc pot; calls as there; cell count; measured here: cells passing quality filter
* = called active by the depositor; . = no result given.

no.	molecule	MRP resist rev	MRP resist rev cytotoxicity	MRP resist rev with doxorubicin	NFkB transloc pot	NFkB transloc pot cell count 2 µM	PLAP inhibitors HTS	IL1B NFkB inh	IL1B NFkB inh cell count 2 µM	Bcl-B displacement
1	COc1cccc(OC)c1C(=O)NC(C)C12CC3CC(CC(C3)C1)C2 (stereo not given)	7	60	53	-6	138	-64%	6	138	-2%
2	NNC(=O)c1cccc(COc2cccc(Br)c2)c1	.	.	.	-27	139	8%	27	139	-6%
3	CCc1nnc(NC(=O)c2ccc(S(=O)(=O)N3CCCCC3C)cc2)s1 (stereo not given)	24	79	56	-5	115	-26%	5	115	-6%
4	CCOC(=O)c1cc(-c2ccc(Cl)cc2)nc2c1c(C)nn2CCC#N	8	69	62	-8	134	-3%	8	134	5%
5	CC1CCCN(C(=O)Cn2c(=O)oc3ccccc32)C1 (stereo not given)	14	104	90	-2	169	13%	2	169	-5%
6	CO/C([O-])=N/c1c[n+](-c2ccc(Cl)cc2)no1	28	107	79	.	.	2%	.	.	-8%
7	Cc1ccc2nc(NC(=O)c3ccco3)sc2c1	4	87	84	12	148	-1%	-12	148	-15%
8	Cc1nnc(SCC(=O)NCc2ccccc2)s1	11	96	85	9	137	16%	-9	137	-8%
9	CCCc1nnc(NC(=O)CN2C(=O)c3ccccc3S2(=O)=O)s1	.	.	.	-3	161	-124%	3	161	-5%
10	CCc1nc(SCC(=O)NCc2ccc(F)cc2)c2c(=O)n(C)c(=O)n(C)c2n1	7	86	79	-8	206	3%	8	206	-17%
11	Cn1nnc2sc3c(c2c1=O)CCCC3	5	89	83	17	143	-15%	-17	143	-1%
12	CC(=O)c1c(C)[nH]c(C(=O)CSc2nnc(-c3ccc(Cl)cc3)n2CC2CCCO2)c1C (stereo not given)	.	.	.	1	164	-72%	-1	164	12%

Further records:
no.	molecule	MRP resist rev	MRP resist rev cytotoxicity	MRP resist rev with doxorubicin	NFkB transloc pot	NFkB transloc pot cell count 2 µM	PLAP inhibitors HTS	IL1B NFkB inh	IL1B NFkB inh cell count 2 µM	Bcl-B displacement
13	Cc1nc(NC(=O)CSc2nnnn2Cc2ccccc2)sc1C	4	83	79	18	135	-13%	-18	135	-6%
14	Cc1cc(/C=N/n2cnnc2)c(C)n1-c1ccc(C(=O)O)cc1	-8	93	101	1	198	2%	-1	198	-5%
15	CCOc1ccc(NC(=O)CCSc2nnc(C)s2)cc1	4	96	91	4	175	4%	-4	175	-6%
16	Cc1cc(C)n(CCCNC(=O)c2ccc(S(=O)(=O)NCc3ccco3)cc2)n1	-14	92	106	5	166	-22%	-5	166	-9%
17	CCOC(=O)Cc1cc(-c2ccc(O)cc2)nc2ccc3ccccc3c12	.	.	.	.	.	-1%	.	.	-21%
18	COC(=O)c1sccc1-c1ccc(/C=N/OC(=O)c2ccccc2)o1	.	.	.	14	174	7%	-14	174	-9%
19	Cc1ccc2cccc(SCC(=O)NCc3ccco3)c2n1	9	108	99	.	.	8%	.	.	-1%
20	COc1cc(NC(=O)C2CCCN2S(=O)(=O)c2ccc3c(c2)CCC(=O)N3)cc(OC)c1 (stereo not given)	1	77	76	-9	186	-56%	9	186	-29%
21	CCOC(=O)c1nnn(CC(=O)N2N=C(c3ccc(Cl)cc3)CC2c2ccccc2)c1C(=O)OCC (stereo not given)	3	19	16	7	122	.	-7	122	.
22	CN(C)c1nc(Oc2ccc(=O)n(C)n2)nc(N2CCOCC2)n1	6	82	76	33	113	6%	-33	113	-8%
23	CCOC(=O)C1CCN(c2ncnc3c2oc2ccccc23)CC1	10	84	74	-5	103	-60%	5	103	1%
24	CCOC(=O)c1ccc(NC(=O)CSc2nnc(COc3ccccc3OC)n2C)cc1	7	89	82	22	145	25%	-22	145	-4%

(listing goes on)
no.	molecule	MRP resist rev	MRP resist rev cytotoxicity	MRP resist rev with doxorubicin	NFkB transloc pot	NFkB transloc pot cell count 2 µM	PLAP inhibitors HTS	IL1B NFkB inh	IL1B NFkB inh cell count 2 µM	Bcl-B displacement
25	COc1ccc(C(=O)CN2C(=O)C(C)(C)Oc3ccc(C(=O)N4CCCCCC4)cc32)cc1	37	76	39	0	96	-42%	0	96	4%
26	Cc1ccc(NC2OC(C(O)CO)C(O)C2O)cc1[N+](=O)[O-] (stereo not given)	.	.	.	19	126	2%	-19	126	2%
27	COc1ccccc1-c1nnc(SCC(=O)N2CC(C)CC(C)C2)o1 (stereo not given)	2	68	66	12	114	-33%	-12	114	-6%
28	COc1ccc(C(=O)NC(CO)c2nnc(SCc3ccc(Cl)c(Cl)c3)n2C)cc1 (stereo not given)	.	.	.	5	119	-47%	-5	119	-5%
29	O=C(c1ccccc1Oc1ccccc1)N1CCN(c2ccccc2)CC1	3	88	85	-5	177	-66%	5	177	-10%
30	CCOC(=O)c1cc(NC(=O)c2cnccn2)cc(C(=O)OCC)c1	-29	63	92	11	160	-15%	-11	160	7%
31	COc1ccc(Oc2nnc(-c3ccccc3)cc2C#N)cc1	.	.	.	15	158	6%	-15	158	12%
32	COc1ccc(N2CCN(CCCNC(=O)CN3CCN(Cc4ccccc4C)C3=O)CC2)cc1	.	.	.	6	93	-64%	-6	93	5%
33	COc1ccccc1C(OC(=O)c1ccco1)C(=O)NC(C)(C)C (stereo not given)	28	108	79	0	92	11%	0	92	1%
34	CCN(C(=O)Cc1cccs1)c1nnc(-c2cc(OC)c(OC)c(OC)c2)s1	14	86	72	17	172	-5%	-18	172	-11%
35	Cc1ccc(N(Cc2ccco2)C(=O)c2cccc(S(=O)(=O)N(C)C)c2)cc1	9	86	77	4	138	-37%	-4	138	-7%
36	O=C(CSc1nc2ccccc2[nH]1)N1CCCCC1	2	107	105	-11	135	-71%	12	135	-2%

Ordered by heavy-atom count (lowest first): part of the list above.
no.	molecule	MRP resist rev	MRP resist rev cytotoxicity	MRP resist rev with doxorubicin	NFkB transloc pot	NFkB transloc pot cell count 2 µM	PLAP inhibitors HTS	IL1B NFkB inh	IL1B NFkB inh cell count 2 µM	Bcl-B displacement
36	O=C(CSc1nc2ccccc2[nH]1)N1CCCCC1	2	107	105	-11	135	-71%	12	135	-2%
26	Cc1ccc(NC2OC(C(O)CO)C(O)C2O)cc1[N+](=O)[O-] (stereo not given)	.	.	.	19	126	2%	-19	126	2%
31	COc1ccc(Oc2nnc(-c3ccccc3)cc2C#N)cc1	.	.	.	15	158	6%	-15	158	12%
23	CCOC(=O)C1CCN(c2ncnc3c2oc2ccccc23)CC1	10	84	74	-5	103	-60%	5	103	1%
27	COc1ccccc1-c1nnc(SCC(=O)N2CC(C)CC(C)C2)o1 (stereo not given)	2	68	66	12	114	-33%	-12	114	-6%
29	O=C(c1ccccc1Oc1ccccc1)N1CCN(c2ccccc2)CC1	3	88	85	-5	177	-66%	5	177	-10%
35	Cc1ccc(N(Cc2ccco2)C(=O)c2cccc(S(=O)(=O)N(C)C)c2)cc1	9	86	77	4	138	-37%	-4	138	-7%
28	COc1ccc(C(=O)NC(CO)c2nnc(SCc3ccc(Cl)c(Cl)c3)n2C)cc1 (stereo not given)	.	.	.	5	119	-47%	-5	119	-5%
24	CCOC(=O)c1ccc(NC(=O)CSc2nnc(COc3ccccc3OC)n2C)cc1	7	89	82	22	145	25%	-22	145	-4%
25	COc1ccc(C(=O)CN2C(=O)C(C)(C)Oc3ccc(C(=O)N4CCCCCC4)cc32)cc1	37	76	39	0	96	-42%	0	96	4%
32	COc1ccc(N2CCN(CCCNC(=O)CN3CCN(Cc4ccccc4C)C3=O)CC2)cc1	.	.	.	6	93	-64%	-6	93	5%

The list continues:
no.	molecule	MRP resist rev	MRP resist rev cytotoxicity	MRP resist rev with doxorubicin	NFkB transloc pot	NFkB transloc pot cell count 2 µM	PLAP inhibitors HTS	IL1B NFkB inh	IL1B NFkB inh cell count 2 µM	Bcl-B displacement
37	Cc1ccc(Oc2nn[nH]n2)cc1	.	.	.	-2	138	12%	2	138	1%
38	COc1cc(C(=O)NCc2cn3cccc(C)c3n2)cc(OC)c1OC	6	87	81	13	38	-25%	-13	38	6%
39	Cc1c(CCC(=O)O)c(=O)oc2cc3occ(-c4ccc(F)cc4)c3cc12	4	102	98	-9	84	-55%	9	84	21%
40	O=S(=O)(Cc1ccccc1)Nc1ccc(S(=O)(=O)NCC2CCCO2)cc1 (stereo not given)	8	104	96	17	132	-12%	-17	132	-8%
41	COc1cccc(C(=O)Nc2ccc(N3CCN(S(C)(=O)=O)CC3)cc2)c1	-6	90	96	34	121	8%	-34	121	-8%
42	COc1ccc(NC(=O)CSc2nc3c(c(=O)n2-c2ccccc2OC)SCC3)cc1	24	104	80	-21	62	-35%	21	62	-1%
43	Cc1ccc(N2C(=O)c3ccccc3C2Nc2ccc(S(=O)(=O)N3CCOCC3)cc2)nc1 (stereo not given)	-12	70	82	-14	136	-41%	14	136	1%
44	NC(=O)CC1SC(N)=NC1=O (stereo not given)	.	.	.	9	171	19%	-9	171	-14%
45	Nc1cc(OC(=O)c2cccs2)nn1S(=O)(=O)c1ccccc1	.	.	.	17	110	10%	-17	110	1%
46	Cc1cccc(-n2cnc3cc(C(=O)N4CCCCC4)ccc32)c1	.	.	.	4	67	-21%	-4	67	-7%
47	CC1CCc2c(nc3ncnn3c2N2CCN(c3ccccc3)CC2)C1 (stereo not given)	46	69	23	0	218	-8%	0	218	2%
48	CCOC(=O)CCNC(=O)Nc1ccc2nc(C)n(Cc3cccc(Cl)c3)c(=O)c2c1	11	97	87	-6	142	-32%	6	142	-7%

Next structures
no.	molecule	MRP resist rev	MRP resist rev cytotoxicity	MRP resist rev with doxorubicin	NFkB transloc pot	NFkB transloc pot cell count 2 µM	PLAP inhibitors HTS	IL1B NFkB inh	IL1B NFkB inh cell count 2 µM	Bcl-B displacement
49	Cc1ccc(C2CC(c3ccccc3)n3ncnc3N2)cc1 (stereo not given)	16	99	83	.	.	-33%	.	.	8%
50	O=C(N/C(=C\c1ccc2c(c1)OCO2)C(=O)N1CCOCC1)c1cccs1	.	.	.	0	127	-3%	0	127	-5%
51	COc1ccc2[nH]c(C)c(CCN(Cc3cccs3)C(=S)Nc3ccccc3)c2c1	-3	69	72	-2	50	-17%	2	50	13%
52	CCOC(=O)Cc1csc(NC(=O)c2c(O)c3ccccc3n(C)c2=O)n1	-15	59	74	.	.	10%	.	.	-2%

The list is partial. The share of hits here may be higher or lower than overall.
